Bioassay records from PubChem.
DAX1 inh-1 = blocks DAX1 repression of SF-1 activated StAR promoter; AID 652010; HEK293T StAR-luciferase reporter, SF-1/DAX-1 repression relief; inhibition, % at 6.8 µM; 370,000 compounds, 1.1% hits;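 active means inhibition above the mean over all tested compounds plus 3 SD, cut at about 3.6% in these data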;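 further: 0% = DAX-1 cells with DMSO and 100% = cells lacking DAX-1 with DMSO; higher inhibition means more luminescence from relief of DAX-1 repression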
DAX1 inh-2 = NR0B1 (DAX1) inhibition | P51843 | HEK293 Gal4-DAX1 luciferase reporter, luminescence | inhibition, % at 6.75 µM | 340,000 compounds, 0.99% hits | AID 504766;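 active means inhibition above the mean over all tested compounds plus 3 SD, cut at about 4.2% in these data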;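 further: 0% = DAX1-transfected cells with DMSO and 100% = empty-vector control cells with DMSO; inhibition shows as a rise in luminescence from relieved DAX1 repression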
Target sequence (P51843 207-470 limits assumed): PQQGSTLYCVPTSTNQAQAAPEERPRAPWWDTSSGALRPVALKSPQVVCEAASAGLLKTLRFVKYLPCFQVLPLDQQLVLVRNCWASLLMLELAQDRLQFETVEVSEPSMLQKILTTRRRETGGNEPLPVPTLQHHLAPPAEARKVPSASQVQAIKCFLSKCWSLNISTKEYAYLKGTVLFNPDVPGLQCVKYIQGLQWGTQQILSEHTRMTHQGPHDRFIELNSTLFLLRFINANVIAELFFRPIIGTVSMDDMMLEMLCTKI
ADAM10 inh = inhibits human ADAM10; O14672; recombinant ADAM10, EDANS/DABCYL FRET peptide cleavage, 3 h; inhibition, % at 7 µM; 370,000 compounds, 0.62% hits;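 active means inhibition above a per-campaign cutoff equal to the mean of compounds falling between control-based bounds plus 3 SD, cut at about 20% in these data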;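 further: 0% = DMSO wells while the 100% control is not disclosed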
PLC-gamma1 inh = inhibitors of human phospholipase C gamma1. 370,000 compounds, 0.84% hits. inhibition, % at 12.2 µM. AID 720700. purified PLC-gamma1, fluorogenic substrate, fluorescence; in the data active means inhibition above about 9.5%
hcDAF-12 act = activates DAF-12 receptor from parasite H. contortus. HEK293 hcDAF-12 lit1-tk-luc reporter, luminescence; 0% DMSO, 100% Δ7-dafachronic acid. activation, % at 6.8 µM. 370,000 compounds, 1.4% hits. AID 652067;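 active means activation above the mean of all tested compounds plus 3 SD, cut at about 5.5% in these data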;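 further: 100% = response to 3 µM Δ7-dafachronic acid high control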
hgDAF-12 ag = activates the H. glycines DAF-12 receptor ligand-binding domain. HEK293 GAL4-hgDAF12 UAS-luciferase reporter, agonist luminescence; normalized to butyrate control. 370,000 compounds, 1.8% hits. activation, % at 6.8 µM;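 active means activation above a cutoff set at the mean of all screened compounds plus 3 SD, cut at about 10% in these data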;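 further: 0% = DMSO wells and 100% = sodium butyrate wells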
PLCb3 inh = inhibitors of human phospholipase C beta3; Q01970; Purified PLC-beta3, fluorogenic substrate, fluorescence; inhibition, % at 12.2 µM; 370,000 compounds, 0.18% hits; in the data active means inhibition above about 11%;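 further: 0% = median of compound wells on plate and 100% = full blocker control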
FXN GAA850 act = increases GAA850 frataxin promoter reporter activity | HEK293 lucGAA850 FXN promoter luciferase reporter, 24 h; percent of 10 µM SAHA response | activation, % at 6 µM | 360,000 compounds, 0.56% hits;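 active means activation above the average of all compounds screened plus 3 SD, cutoff fixed separately per campaign, cut at about 7.5% in these data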;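 further: 0% = DMSO wells and 100% = 10 µM SAHA wells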
ssDAF12 agonist = activates DAF-12 receptor from parasite S. stercoralis | HEK293 ssDAF-12/GRIP1 lit1-tk-luc reporter, luminescence; % of 3 µM dafachronic acid response | AID 652126 | activation, % at 6.8 µM | 370,000 compounds, 1% hits;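 active means activation above the mean over all tested compounds plus 3 SD, cut at about 0.9% in these data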;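 further: 0% = DMSO-only wells and 100% = 3 µM delta7-dafachronic acid wells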
ADAM17 inh = inhibitors of human ADAM17; recombinant ADAM17, EDANS/DABCYL FRET peptide cleavage; P78536; AID 720648; inhibition, % at 6.95 µM; 370,000 compounds, 0.83% hits;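 active means inhibition above the mean of compounds lying between control limits plus 3 SD, set per campaign, cut at about 8.5% in these data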;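 further: 0% = DMSO-only wells as the low control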
HGIII-sPLA2 inh = Inhibits HGIII-sPLA2 liposome hydrolysis, primary screen; Q9NZ20; QFRET BODIPY PC-A2 liposome hydrolysis, fluorescence; inhibition, % at 12.2 µM; 370,000 compounds, 0.56% hits; AID 743126;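 active means inhibition above mean plus 3 SD of compounds lying within the high and low control bounds, cut at about 19% in these data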;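 further: 0% = median of test compound wells and 100% = no enzyme DMSO wells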
Target sequence (Q9NZ20 whole entry, looked up): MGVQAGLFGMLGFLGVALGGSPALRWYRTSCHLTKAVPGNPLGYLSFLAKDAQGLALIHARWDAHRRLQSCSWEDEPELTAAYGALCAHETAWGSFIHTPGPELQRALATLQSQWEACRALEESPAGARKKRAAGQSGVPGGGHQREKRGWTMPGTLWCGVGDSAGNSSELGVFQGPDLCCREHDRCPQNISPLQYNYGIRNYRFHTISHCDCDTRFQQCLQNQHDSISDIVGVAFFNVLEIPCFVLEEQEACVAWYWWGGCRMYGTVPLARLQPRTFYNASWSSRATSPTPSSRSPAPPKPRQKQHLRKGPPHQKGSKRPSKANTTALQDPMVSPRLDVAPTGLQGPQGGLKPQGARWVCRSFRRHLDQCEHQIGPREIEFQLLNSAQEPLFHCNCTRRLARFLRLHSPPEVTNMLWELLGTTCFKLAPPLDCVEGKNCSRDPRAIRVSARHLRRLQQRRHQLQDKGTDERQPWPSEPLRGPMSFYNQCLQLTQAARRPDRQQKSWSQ
Active calls of the source: *; i = inactive; · = no result given. Random draw from the library. Share with any hit: about 6.9%.

SMILES	DAX1 inh-1	DAX1 inh-2	ADAM10 inh	PLC-gamma1 inh	hcDAF-12 act	hgDAF-12 ag	PLCb3 inh	FXN GAA850 act	ssDAF12 agonist	ADAM17 inh	HGIII-sPLA2 inh
O=C(NC(=S)NC1CCCCCCCCCCC1)c1cccnc1	0.6	1.0	6	3	1.9	-1.6	2	4.1	-1.1	2	-2
C[C@H]1CN([C@@H](C)CO)C(=O)CCCn2cc(nn2)CO[C@@H]1CN(C)S(=O)(=O)c1cccc(F)c1	0.5	1.1	-11	0	0.3	-2.1	0	0.5	-1.3	-6	5
O=c1oc(CCCO)cc2ccc(/C=C/c3cccc([N+](=O)[O-])c3)cc12	-0.1	1.0	-2	-5	0.9	6.8	-3	5.3	-0.9	-5	4
O=C(COC(=O)c1ccc([N+](=O)[O-])cc1)NC12CC3CC(CC(C3)C1)C2	1.2	-0.2	-3	2	-1.3	1.5	2	0.6	-0.8	2	-6
O=C(CSc1nnc(-c2ccccn2)n1-c1ccccc1)Nc1ccccc1-c1ccccc1	-1.4	·	-11	2	-2.7	-4.2	-2	·	-1.1	-2	6
CCOC(=O)C1=CCN(S(=O)(=O)c2ccccc2F)C1c1ccc(Br)cc1 (configuration not stated)	-0.7	·	-3	-5	0.2	0.7	-1	·	-1.2	2	-4
O=C(O)CSCNC(=O)CC12CC3CC(CC(C3)C1)C2	-0.1	-0.5	1	2	-1.2	-0.8	5	0.8	-0.6	0	0
CN(C)c1ccc(C(CNC(=O)COc2ccc(Cl)cc2)N2CCCC2)cc1 (configuration not stated)	1.8	0.7	-10	-3	-1.9	-1.6	-9	4.2	-0.9	-4	8
COc1cc2c(cc1OC)C(C)N(C(=O)Nc1ccc(F)cc1)CC2 (configuration not stated)	-1.4	0.7	-3	2	-3.3	-2.2	-5	-3.0	-1.2	-3	11
COc1ccc([C@H]2CC(=O)C=C(c3cccc(Cl)c3)C2)cc1OC	-0.8	0.3	7	1	-1.5	-3.9	-2	3.0	-1.5	2	-13
CC1CCCCC1NC(=O)c1ccc(NC2=NC3CS(=O)(=O)CC3S2)cc1 (configuration not stated)	0.9	-0.1	6	6	-1.1	-1.5	-5	-1.6	-0.8	-2	8
Cc1nc2ccc(-c3nc4cc(N)ccc4o3)cc2[nH]1	1.2	-2.2	-385	i	0.3	4.0	i	-4.5	-0.8	-93	0
COC(=O)[C@H](CCSC)NC(=O)Cn1cnc2c(OCc3ccccc3)ncnc21	1.2	-0.7	-5	3	1.6	-1.4	5	2.8	-0.3	1	-1
CCOC(=O)N1CCC(NC(=O)c2cc(C(=O)NCc3cccc(Cl)c3)ccc2CO)CC1	-1.6	-1.8	-6	-1	-3.1	-3.2	-1	-2.0	-1.8	-5	0
CC(C)C[C@H](NC(=O)OC(C)(C)C)C(=O)NCC1CCC(C(=O)N[C@@H](Cc2ccccc2)C(=O)O)CC1 (some centres not stated)	-0.4	0.2	0	3	-1.2	-0.3	-1	0.0	-1.1	-2	-5
CCn1c(SCC(=O)Nc2cc(C)on2)nc2c1c(=O)n(C)c(=O)n2C	0.0	1.0	-4	0	-0.9	-3.9	1	-1.3	-0.8	-2	3
COC(=O)C1=C(C(=O)OC)[C@@H]2N(C)c3ccccc3[C@@]23C[C@@H](C(=O)OC)N(C(C)=O)C3=N1	-0.1	1.1	-5	4	-0.2	0.1	3	-0.1	-0.6	0	0
Cc1cc(/C=N/NC(=O)C(O)(c2ccccc2)c2ccccc2)c(C)n1-c1ccc(C(=O)O)cc1	1.1	-0.5	-8	-28	0.6	-0.4	-36	1.1	-1.1	5	-11
CC(C)COC(=O)CNc1n[nH]c(=S)[nH]c1=O	0.7	0.0	1	-2	-0.8	3.3	2	-2.1	-1.5	3	5
COc1ccc(OC)c(C(=O)NC(CC(N)=O)c2ccc(N3CCN(c4ccccn4)CC3)c([N+](=O)[O-])c2)c1 (configuration not stated)	0.9	0.2	3	3	-1.4	0.1	0	-0.9	-1.8	-4	-3

3 of the entries above in order of the DAX1 inh-1 value, highest first:
canonical_smiles,DAX1 inh-1,DAX1 inh-2,ADAM10 inh,PLC-gamma1 inh,hcDAF-12 act,PLCb3 inh,ssDAF12 agonist,ADAM17 inh,HGIII-sPLA2 inh
COC(=O)[C@H](CCSC)NC(=O)Cn1cnc2c(OCc3ccccc3)ncnc21,1.2,-0.7,-5,3,1.6,5,-0.3,1,-1
CC(C)COC(=O)CNc1n[nH]c(=S)[nH]c1=O,0.7,0.0,1,-2,-0.8,2,-1.5,3,5
O=c1oc(CCCO)cc2ccc(/C=C/c3cccc([N+](=O)[O-])c3)cc12,-0.1,1.0,-2,-5,0.9,-3,-0.9,-5,4

(further entries)
SMILES	DAX1 inh-1	DAX1 inh-2	ADAM10 inh	PLC-gamma1 inh	hcDAF-12 act	hgDAF-12 ag	PLCb3 inh	FXN GAA850 act	ssDAF12 agonist	ADAM17 inh	HGIII-sPLA2 inh
O=C(CN1C(=O)NC(Cc2c[nH]c3ccccc23)C1=O)NCCc1ccc(F)cc1 (configuration not stated)	-0.2	0.4	-2	2	1.3	-1.2	-5	-1.0	-1.2	-4	-72
Cc1nn(C(C)(C)C)c(C)c1/C=N/OC(=O)Nc1ccc(Cl)c(Cl)c1	-1.3	-6.7	8	1	-7.1	-13	-4	-13	-3.4	-2	0
COc1ccc([N+](=O)[O-])cc1NCc1ccccc1	-0.7	-1.4	5	-2	-1.9	-4.7	-5	4.2	-1.3	0	5
CCCC(C)C(=O)Nc1ccc(S(=O)(=O)Nc2nccc(C)n2)cc1 (configuration not stated)	-0.3	·	1	-1	-1.0	-0.4	0	2.1	-1.1	-2	-2
O=C(NCc1ccc2c(c1)OCO2)c1cc(-c2ccccc2)on1	-0.2	0.4	3	-1	-2.1	1.3	-2	1.3	-1.0	-4	4
CC(C)(C)NC(=O)C1CCN(C(=O)c2ccc(Br)cc2)CC1	0.5	-0.8	3	-1	-1.6	-0.2	0	-3.3	-1.8	-4	2
CCCc1nnc(NC(=O)CCC(=O)NC2CCCCCC2)s1	0.0	0.2	5	1	-0.3	1.4	-3	1.3	-1.0	2	6
COc1ccc(NC(=O)c2ccc(N3CCOCC3)nc2)cc1	-1.5	1.1	-4	2	-0.8	-0.8	-5	-0.9	-1.3	-2	8
COc1cccc(-c2nn(-c3ccc(F)cc3)cc2C(=O)NCC2CCCO2)c1 (configuration not stated)	0.4	-0.1	-6	7	-1.6	-1.4	-5	0.8	-1.2	0	2
NNC(=O)c1cc2nc(-c3cccs3)cc(C(F)(F)F)n2n1	0.2	-0.4	-143	-282	-2.7	-2.3	-308	1.5	-1.7	-49	-3
CN(Cc1ccccc1)C(=O)COC(=O)c1cncc(Br)c1	-0.1	2.6	-6	0	-1.3	1.5	3	-0.1	-1.5	-2	0
COc1cccc(CNc2ccc3[nH]c(=O)[nH]c3c2)c1OCc1ccccc1Cl	-1.3	-1.1	-1	-1	-0.5	-2.1	-11	-0.2	-0.5	-5	12
Cc1cccc(C)c1OCc1cc(C(=O)N2CCN(c3ccccn3)CC2)no1	0.9	0.7	-6	-38	0.6	2.2	-17	3.4	0.0	-4	-5
O=C(NCc1cccc(Br)c1)C1CC(c2ccc(C(F)(F)F)cc2)=NO1 (configuration not stated)	0.3	0.8	1	-1	-1.6	2.1	-1	0.7	-1.7	2	-3
COc1ccc(CC(=O)N2CCC(n3nccc3NC(=O)C3CC3)CC2)cc1	-2.2	0.5	-5	0	-1.3	2.9	-6	2.5	-0.1	-2	-3
COc1ccc2c(c1OC)C(=O)N(c1cccc(C)c1)C2	3.6*	1.5	-3	-37	5.6	13*	-4	3.6	1.3*	-4	-12
C=CC[C@@H](Cc1ccc(F)cc1)C(=O)OC[C@H]1CCCN1C(=O)[C@@H](CC=C)CC(=O)N[C@@H](CO)Cc1ccccc1	-1.6	-2.3	-6	3	-2.3	-2.7	1	-4.8	-0.9	5	-16
O=C(CCS(=O)(=O)c1cccs1)N1CCN(c2ccc(F)cc2)CC1	0.8	1.8	-4	-2	0.9	3.8	2	3.0	-0.7	-1	3
NC(=S)N/N=C\c1c(OCc2ccccc2Cl)ccc2ccccc12	-2.5	-5.8	5	0	-2.5	-4.3	-6	-2.3	-2.4	2	-8
COc1ccc(S(=O)(=O)N(C)C[C@@H]2OCCCC[C@H](C)Oc3ccc(NC(=O)Nc4ccc(C(F)(F)F)cc4)cc3C(=O)N([C@H](C)CO)C[C@H]2C)cc1	0.0	0.3	34*	2	0.5	-1.0	1	-2.3	-0.9	13*	-36
CCOc1ccccc1C(=O)N1CCC(n2nnc3cc(C(F)(F)F)ccc32)CC1	-0.5	-1.4	5	3	-1.6	-3.5	2	3.6	-1.5	1	-11
COc1cccc(-c2nnc(SCC(=O)N3CCCC3=O)n2-c2ccccc2)c1	0.2	1.0	3	-1	0.3	-0.2	1	-0.1	-1.3	-4	5
CN1CCN(S(=O)(=O)c2cccc(S(=O)(=O)c3cccc(S(=O)(=O)N4CCN(C)CC4)c3)c2)CC1	0.2	3.1	0	3	-1.1	0.0	5	-1.1	-0.9	-2	-4
Cc1[nH]c2ccc(C(=O)NCc3ccccn3)cc2c1C	0.1	1.1	-11	-14	1.6	5.3	-32	5.8	-0.3	-4	2
CCc1cccc(CC)c1NC(=O)COC(=O)C1(C)CC1(Cl)Cl (configuration not stated)	-1.2	0.0	1	3	0.4	1.1	-4	2.5	-1.1	-1	-4
CC1CCCCC1NS(=O)(=O)c1ccc2c(c1)CCC(=O)N2 (configuration not stated)	0.6	-0.8	4	-3	-1.9	-1.9	-6	3.6	-0.9	-9	10
C/C=C/c1ccc(OCCNCc2ccccc2)c(OC)c1	-0.5	-0.7	6	3	-2.0	-1.8	2	0.2	-0.7	3	-5
Cc1ccc(-c2nn(-c3ccccc3)cc2CN(Cc2ccccc2)C(=O)c2ccco2)o1	-2.2	-2.6	9	-7	-2.0	1.7	-16	0.2	-1.7	3	-9
Cc1ccc(S(=O)(=O)N2C(c3ccc(Cl)c(Cl)c3)CC=C(C(=O)O)C2c2ccc(Cl)cc2)cc1 (configuration not stated)	2.4	·	4	3	-1.0	-1.4	-5	·	-1.0	7	-170
COc1ccc(C(C#N)N2CCC(c3ccccc3)=N2)cc1 (configuration not stated)	-0.1	-0.6	1	1	-0.9	2.0	-1	2.0	-0.9	1	-4
COc1cc(-c2nnc3sc(Cc4ccccc4)nn23)cc(OC)c1OC	-1.4	-0.9	-6	-1	-2.6	-4.2	-8	6.7	-1.8	-3	-10
Cc1cccc(C)c1NC(=O)COC(=O)C1CC1	-0.5	0.0	-6	-1	1.9	-1.8	-7	-0.5	-1.6	-7	3
O=C(NNC1=NS(=O)(=O)c2ccccc21)c1ccccc1	1.1	-0.7	7	6	1.7	3.9	2	0.9	-1.5	3	5
O=C(CSc1nc2ccccc2s1)NNC(=S)Nc1ccc(Cl)cc1	0.4	1.4	14	-7	1.9	-0.4	-4	-0.8	0.8	7	26*
O=C(COc1coc(CN2CCN(Cc3ccccc3)CC2)cc1=O)Nc1ccccc1	-2.9	-1.1	-6	2	-1.3	0.1	1	1.4	-1.4	4	4
CCOC(=O)c1ccc(NC(=O)Cn2c(=O)oc3ccccc32)cc1	-0.1	-1.4	7	5	-2.0	0.1	-1	0.2	-1.0	4	-8
